CHRM1 PAM – human M1 muscarinic receptor positive allosteric modulators, primary screen, CHO-K1 cells, Fluo-8 calcium fluorescence, 1536-well | Muscarinic acetylcholine receptor M1 (Homo sapiens), P11229 | CHO-K1 hM1, ACh EC20; 0% = ACh EC20, 100% = maximal ACh | activation, % at 3 µM | hit rate 0.088% among 360,000 | AID 588819, 2011; in the data active means activation above about 19%, passing the limit was not always enough
Target sequence (P11229 whole entry, looked up): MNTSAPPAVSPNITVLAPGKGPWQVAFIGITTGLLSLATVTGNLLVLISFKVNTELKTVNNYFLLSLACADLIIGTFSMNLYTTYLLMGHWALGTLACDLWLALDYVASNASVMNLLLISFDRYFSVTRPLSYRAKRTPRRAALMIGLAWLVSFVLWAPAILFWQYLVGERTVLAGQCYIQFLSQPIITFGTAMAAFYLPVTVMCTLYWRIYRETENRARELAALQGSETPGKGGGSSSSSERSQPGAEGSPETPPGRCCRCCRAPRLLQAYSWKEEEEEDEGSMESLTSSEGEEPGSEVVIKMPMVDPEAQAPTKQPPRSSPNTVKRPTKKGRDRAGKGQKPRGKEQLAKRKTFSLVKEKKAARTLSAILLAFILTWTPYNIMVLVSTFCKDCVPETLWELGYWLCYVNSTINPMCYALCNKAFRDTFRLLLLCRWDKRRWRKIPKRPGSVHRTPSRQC
CRFBP-R2 block – antagonists of CRF-BP/CRF-R2 complex, primary screen, cell-based, HEK293, calcium dye fluorescence, uHTS; CRF-induced calcium fluorescence; inhibition, % at 11.8 µM; hit rate 0.59% among 350,000; AID 588475, 2011;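 active means inhibition of the ligand-induced calcium signal above about 50% at the single tested concentration, limit read from the data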
CRFBP-R2 agonist – agonists of CRF-BP/CRF-R2 complex, primary screen, cell-based, HEK293, calcium dye fluorescence, uHTS; calcium dye fluorescence (FLIPR); percent of saturating CRF peptide response; AID 588473, 2011; hit rate 0.46% among 350,000; activation, % at 13.2 µM; CRF-binding protein / CRF receptor 2 complex (human);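 active means activation of at least 50%, plus an integration ratio under a set limit after plate pattern correction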;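 further: plate controls were neutral control wells without compound for no effect and CRF at EC100 for full effect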
M4 ag – human M4 muscarinic receptor agonists, primary screen, CHO-K1 cells, Fluo-8 calcium fluorescence; CHO-K1 hM4/Gqi5; vehicle 0%, full acetylcholine response 100%; activation, % at 3 µM; hit rate 0.14% among 360,000; AID 624127, 2012;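 active means activation above the run mean over all test wells plus 3 SD, cut at about 32% in these data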;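 further: peak over basal fluorescence ratio per well then scaled between controls; 0% = DMSO wells and 100% = acetylcholine at EC100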
M4 antag – human M4 muscarinic receptor antagonists, primary screen, CHO cells, Fluo-8 calcium fluorescence; Muscarinic acetylcholine receptor M4 (Homo sapiens), P08173; CHO-hM4 cells, ACh EC80; inhibition, % at 3 µM; hit rate 0.73% among 360,000; AID 624125, 2012;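 active means inhibition above its plate's cutoff, the mean inhibition of sample wells plus 3 SD, cut at about 27% in these data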;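 further: 0% = acetylcholine EC80 with DMSO and 100% = DMSO without agonist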
CHRM5 agonist – human M5 muscarinic receptor agonists, primary screen, CHO-K1 cells, Fluo-8 calcium fluorescence; AID 624037, 2012; Muscarinic acetylcholine receptor M5 (Homo sapiens), P08912; hit rate 0.19% among 360,000; CHO-K1 hM5 cells; 0% DMSO wells, 100% maximal acetylcholine response; activation, % at 3 µM;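 active means activation above the run's mean over test compounds plus 3 SD, cut at about 23% in these data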;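 further: signal is peak over basal fluorescence ratio across the kinetic read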
Target sequence (P08912 whole entry, looked up): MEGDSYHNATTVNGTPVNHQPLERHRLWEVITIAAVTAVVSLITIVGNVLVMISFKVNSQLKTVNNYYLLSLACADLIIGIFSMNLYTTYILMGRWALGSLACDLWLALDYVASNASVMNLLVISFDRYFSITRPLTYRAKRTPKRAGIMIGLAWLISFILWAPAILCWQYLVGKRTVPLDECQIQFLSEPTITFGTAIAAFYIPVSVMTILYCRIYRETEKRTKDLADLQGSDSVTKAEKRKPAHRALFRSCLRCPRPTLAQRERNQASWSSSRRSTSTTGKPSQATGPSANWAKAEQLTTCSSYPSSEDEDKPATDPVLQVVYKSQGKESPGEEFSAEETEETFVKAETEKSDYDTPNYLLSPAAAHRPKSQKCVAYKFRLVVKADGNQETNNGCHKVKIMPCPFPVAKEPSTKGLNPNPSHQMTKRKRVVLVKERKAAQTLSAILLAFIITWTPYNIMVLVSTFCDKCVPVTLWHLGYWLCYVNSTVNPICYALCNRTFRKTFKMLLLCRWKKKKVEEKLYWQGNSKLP
M5 antag – human M5 muscarinic receptor antagonists, primary screen, CHO cells, Fluo-8 calcium fluorescence | CHO-hM5 cells, ACh EC80 | inhibition, % at 3 µM | hit rate 0.59% among 360,000 | AID 624040, 2012;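 active means inhibition above a per-plate cutoff, the mean of that plate's test compounds plus 3 SD, cut at about 27% in these data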;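 further: 0% = acetylcholine EC80 with DMSO and 100% = DMSO without agonist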
M5 PAM – human M5 muscarinic receptor positive allosteric modulators, primary screen, CHO-K1 cells, Fluo-8 calcium fluorescence | CHO-K1 hM5, ACh EC20 PAM; 0% = ACh EC20, 100% = ACh EC100 | activation, % at 3 µM | hit rate 0.3% among 360,000 | AID 624038, 2012;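 active means activation above the run cutoff, the mean activation of all test compounds plus 3 SD, cut at about 18% in these data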
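System: CHO-K1 cell line with stable human muscarinic M5 receptor expression | Also added: EC20 acetylcholine as agonist stimulus | Compound: One concentration, 3 µM final (nominal) | Timing: Fluo-8 loading 80 min at 37 °C plus 30 min room temperature | Measured by: Fluo-8 calcium dye fluorescence, kinetic read | Read-out basis: % activation, ACh-normalized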
M4 PAM – human M4 muscarinic receptor positive allosteric modulators, primary screen, CHO-K1 cells, Fluo-8 calcium fluorescence; activation, % at 3 µM; hit rate 0.4% among 360,000; Muscarinic acetylcholine receptor M4 (Homo sapiens), P08173; CHO-K1 hM4/Gqi5, ACh EC20; 0% = ACh EC20, 100% = maximal ACh;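 active means activation above its plate's cutoff, the mean activation of sample wells plus 3 SD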; further: some results filed as inactive read as strong as hits
* = called active by the depositor. Outcome played no part in choosing rows; any-hit rate near 2.6%.

What do the screens show for `N#C/C(=C\c1cc2ccccc2nc1N1CCOCC1)C(=O)Nc1ccc(N2CCOCC2)cc1`?
CHRM1 PAM: -3; CRFBP-R2 block: -3; CRFBP-R2 agonist: 0.0; M4 ag: 9; M4 antag: -8; CHRM5 agonist: 2; M5 antag: 9; M5 PAM: -9; M4 PAM: -14

How did CN(C)CCCN(C(=O)c1ccco1)c1nc2ccc(F)cc2s1 do in these assays?
CHRM1 PAM: -5; CRFBP-R2 block: -2; CRFBP-R2 agonist: 0.7; M4 ag: 2; M4 antag: -3; CHRM5 agonist: -14; M5 antag: 0; M5 PAM: 6; M4 PAM: -7

How did CC(=O)Nc1cccc(/C(C)=N/N2C(C)CCCC2C)c1 (stereo unspecified) do in these assays?
CHRM1 PAM: 13; CRFBP-R2 block: -12; CRFBP-R2 agonist: 0.1; M4 ag: 0; M4 antag: -5; CHRM5 agonist: -2; M5 antag: 3; M5 PAM: 2; M4 PAM: -3

Results for O=C(CSc1nnc(SCc2ccc(Cl)cc2)s1)c1ccc2c(c1)OCO2 ?
CHRM1 PAM: -5; CRFBP-R2 block: -6; CRFBP-R2 agonist: -0.7; M4 ag: 0; M4 antag: 8; CHRM5 agonist: -1; M5 antag: 5; M5 PAM: -9; M4 PAM: -5

What do the screens show for `Cn1nc(-c2ccccc2)c(/C=N/O)c1Cl`?
CHRM1 PAM: 10; CRFBP-R2 block: 9; CRFBP-R2 agonist: -2.0; M4 ag: 0; M4 antag: 4; CHRM5 agonist: -3; M5 antag: -8; M5 PAM: 2; M4 PAM: 1

What do the screens show for `Fc1ccc(N2CCN(c3nc(CN4CCOCC4)nc4scc(-c5ccccc5)c34)CC2)cc1`?
CHRM1 PAM: -10; CRFBP-R2 block: 6; CRFBP-R2 agonist: 1.1; M4 ag: 3; M4 antag: 3; CHRM5 agonist: -3; M5 antag: 0; M5 PAM: -4; M4 PAM: -13

What do the screens show for `CC1CCN(c2nc3c(c(=O)[nH]c(=O)n3C)n2CC(C)CSc2nnnn2-c2ccccc2)CC1` (stereo unspecified)?
CHRM1 PAM: 5; CRFBP-R2 block: -31; CRFBP-R2 agonist: -0.3; M4 ag: 0; M4 antag: -1; CHRM5 agonist: -2; M5 antag: -7; M5 PAM: 4; M4 PAM: -3

How did CC(Oc1ccc(Br)cc1Br)C(=O)Nc1cccnc1 (stereo unspecified) do in these assays?
CHRM1 PAM: 4; CRFBP-R2 block: -15; CRFBP-R2 agonist: 0.2; M4 ag: 6; M4 antag: -1; CHRM5 agonist: 0; M5 antag: 1; M5 PAM: -2; M4 PAM: 0

How did O=C(NCCN1C(=O)S/C(=C/c2cccnc2)C1=O)c1cccs1 do in these assays?
CHRM1 PAM: 8; CRFBP-R2 block: -3; CRFBP-R2 agonist: 3.8; M4 ag: 6; M4 antag: -7; CHRM5 agonist: 2; M5 antag: 14; M5 PAM: -7; M4 PAM: 2

Results for Cc1ccc(C(C)C)cc1OCCCCN1CCCC1 ?
CHRM1 PAM: -19; CRFBP-R2 block: 1; CRFBP-R2 agonist: -1.4; M4 ag: 5; M4 antag: 22; CHRM5 agonist: -7; M5 antag: 11; M5 PAM: -11; M4 PAM: -30

Results for COc1cccc(-n2nc3c(-n4ncc(C#N)c4N)nnc(C)c3c2C)c1 ?
CHRM1 PAM: 9; CRFBP-R2 block: 1; CRFBP-R2 agonist: -1.1; M4 ag: 0; M4 antag: 6; CHRM5 agonist: -3; M5 antag: 1; M5 PAM: 3; M4 PAM: 4

How did CC(C)NC(=O)Nc1ccc2c(c1)C(=O)N([C@H](C)CO)C[C@H](C)[C@@H](CN(C)C(=O)Nc1ccccc1)O2 do in these assays?
CHRM1 PAM: 9; CRFBP-R2 block: -13; CRFBP-R2 agonist: 0.7; M4 ag: 2; M4 antag: -4; CHRM5 agonist: 6; M5 antag: 1; M5 PAM: 1; M4 PAM: 5

Results for CCCC(c1nnnn1C1CCCCC1)N1CCN(C(=O)c2ccco2)CC1 (stereo unspecified) ?
CHRM1 PAM: 9; CRFBP-R2 block: -1; CRFBP-R2 agonist: -0.4; M4 ag: 0; M4 antag: -1; CHRM5 agonist: 0; M5 antag: 2; M5 PAM: -4; M4 PAM: -3

How did CN1CCN(C(=O)N(c2ccccc2)c2ccccc2)CC1 do in these assays?
CHRM1 PAM: -14; CRFBP-R2 block: -10; CRFBP-R2 agonist: 1.0; M4 ag: 2; M4 antag: 4; CHRM5 agonist: -20; M5 antag: 1; M5 PAM: -2; M4 PAM: -4

How did CC(C)c1nnc(NC(=O)C2CC(=O)N(CCc3ccc(F)cc3)C2)s1 (stereo unspecified) do in these assays?
CHRM1 PAM: 12; CRFBP-R2 block: 3; CRFBP-R2 agonist: -0.8; M4 ag: 2; M4 antag: 4; CHRM5 agonist: -2; M5 antag: 8; M5 PAM: -4; M4 PAM: 1

Next section; it opens with the two that closed the last part.
How did CN1CCN(C(=O)N(c2ccccc2)c2ccccc2)CC1 do in these assays?
CHRM1 PAM: -14; CRFBP-R2 block: -10; CRFBP-R2 agonist: 1.0; M4 ag: 2; M4 antag: 4; CHRM5 agonist: -20; M5 antag: 1; M5 PAM: -2; M4 PAM: -4

How did CC(C)c1nnc(NC(=O)C2CC(=O)N(CCc3ccc(F)cc3)C2)s1 (stereo unspecified) do in these assays?
CHRM1 PAM: 12; CRFBP-R2 block: 3; CRFBP-R2 agonist: -0.8; M4 ag: 2; M4 antag: 4; CHRM5 agonist: -2; M5 antag: 8; M5 PAM: -4; M4 PAM: 1

Results for CCc1ccc(-c2cc3c(=O)n(CC(=O)N4CCCC4)nc(C)n3n2)cc1 ?
CHRM1 PAM: 2; CRFBP-R2 block: -22; CRFBP-R2 agonist: 0.9; M4 ag: 1; M4 antag: -4; CHRM5 agonist: 0; M5 antag: 12; M5 PAM: -5; M4 PAM: 7

Results for COC(=O)c1ccccc1NC(=O)c1cn(-c2ccc(C)c(C)c2)c(=O)c2ccccc12 ?
CHRM1 PAM: 9; CRFBP-R2 block: 20; CRFBP-R2 agonist: 1.2; M4 ag: 3; M4 antag: 0; CHRM5 agonist: -1; M5 antag: 11; M5 PAM: -2; M4 PAM: 5

How did CCCc1cc(NC(=O)COC(=O)c2ccc(O)cc2O)n(-c2ccccc2)n1 do in these assays?
CHRM1 PAM: -8; CRFBP-R2 block: 2; CRFBP-R2 agonist: -0.1; M4 ag: 7; M4 antag: 2; CHRM5 agonist: 7; M5 antag: 15; M5 PAM: -13; M4 PAM: 5

What do the screens show for `COc1cc(C(=O)OCc2ccc(C)cc2)cc(NC(=O)c2cccs2)c1OC`?
CHRM1 PAM: 1; CRFBP-R2 block: -44; CRFBP-R2 agonist: 2.7; M4 ag: 1; M4 antag: 0; CHRM5 agonist: -3; M5 antag: 2; M5 PAM: -2; M4 PAM: -4

How did Cn1c(=O)c2c(nc(SCc3ccccc3F)n2C)n(C)c1=O do in these assays?
CHRM1 PAM: 24; CRFBP-R2 block: 1; CRFBP-R2 agonist: 1.4; M4 ag: 0; M4 antag: -12; CHRM5 agonist: 2; M5 antag: -11; M5 PAM: 1; M4 PAM: 0

Results for Cc1ccc(C(=O)NCCCn2ccnc2)o1 ?
CHRM1 PAM: 3; CRFBP-R2 block: 9; CRFBP-R2 agonist: -0.7; M4 ag: 2; M4 antag: 9; CHRM5 agonist: -1; M5 antag: 0; M5 PAM: 3; M4 PAM: 6

What do the screens show for `CCOC(=O)C1CCN(C(=O)COc2ccc(C(=O)c3ccccc3)cc2)CC1`?
CHRM1 PAM: 6; CRFBP-R2 block: -1; CRFBP-R2 agonist: -2.8; M4 ag: 7; M4 antag: -10; CHRM5 agonist: 2; M5 antag: -1; M5 PAM: 0; M4 PAM: 5

What do the screens show for `CC(Cc1cccs1)NC(=O)c1cccc(Cl)c1` (stereo unspecified)?
CHRM1 PAM: 4; CRFBP-R2 block: 22; CRFBP-R2 agonist: -1.8; M4 ag: 5; M4 antag: -7; CHRM5 agonist: 0; M5 antag: 5; M5 PAM: -3; M4 PAM: 8

How did Cc1cc(NC(=O)CN2CCC(O)(c3cccc(F)c3)CC2)no1 do in these assays?
CHRM1 PAM: 3; CRFBP-R2 block: 5; CRFBP-R2 agonist: 0.8; M4 ag: 0; M4 antag: 0; CHRM5 agonist: -1; M5 antag: -6; M5 PAM: 8; M4 PAM: 4

How did O=Cc1c(Cl)cccc1Cl do in these assays?
CHRM1 PAM: -2; CRFBP-R2 block: -16; CRFBP-R2 agonist: -0.5; M4 ag: 2; M4 antag: 6; CHRM5 agonist: 3; M5 antag: 4; M5 PAM: 0; M4 PAM: -2

Results for CCc1ccc(C(=O)N2CCN(c3ccc(NC(=O)c4cccnc4)cc3)CC2)cc1 ?
CHRM1 PAM: 9; CRFBP-R2 block: 1; CRFBP-R2 agonist: 0.8; M4 ag: 8; M4 antag: -6; CHRM5 agonist: -1; M5 antag: 21; M5 PAM: -9; M4 PAM: 0

How did COCCNc1nc2nonc2nc1N1C[C@H]2CC[C@H]1C2 do in these assays?
CHRM1 PAM: 18; CRFBP-R2 block: -3; CRFBP-R2 agonist: -0.8; M4 ag: 0; M4 antag: -12; CHRM5 agonist: 2; M5 antag: 2; M5 PAM: 9; M4 PAM: 8

Results for C[C@@H]1CN([C@@H](C)CO)C(=O)CCCn2nncc2CO[C@H]1CN(C)S(=O)(=O)c1ccc(-c2ccccc2)cc1 ?
CHRM1 PAM: 13; CRFBP-R2 block: 26; CRFBP-R2 agonist: -0.4; M4 ag: 1; M4 antag: -4; CHRM5 agonist: -3; M5 antag: 5; M5 PAM: -2; M4 PAM: 4

What do the screens show for `Cc1ccc2cc(C#N)c(N3CCCN(C(=O)c4cnccn4)CC3)nc2c1`?
CHRM1 PAM: 2; CRFBP-R2 block: -2; CRFBP-R2 agonist: 1.3; M4 ag: 1; M4 antag: -4; CHRM5 agonist: 0; M5 antag: 4; M5 PAM: -1; M4 PAM: -3

What do the screens show for `CCOC(=O)C1=C(O)CCn2c1nc1ccccc12`?
CHRM1 PAM: 6; CRFBP-R2 block: 5; CRFBP-R2 agonist: 4.1; M4 ag: 0; M4 antag: -9; CHRM5 agonist: 0; M5 antag: -13; M5 PAM: 0; M4 PAM: 12

What do the screens show for `CN1CCCN(C(=O)c2c(F)cccc2Cl)CC1`?
CHRM1 PAM: 3; CRFBP-R2 block: 19; CRFBP-R2 agonist: 3.2; M4 ag: 0; M4 antag: 7; CHRM5 agonist: -14; M5 antag: 10; M5 PAM: -3; M4 PAM: -3

What do the screens show for `Cc1nonc1NC(=O)c1ccccc1Br`?
CHRM1 PAM: -1; CRFBP-R2 block: -8; CRFBP-R2 agonist: 6.3; M4 ag: 0; M4 antag: 9; CHRM5 agonist: 0; M5 antag: 3; M5 PAM: -2; M4 PAM: -14

Results for c1ccc(N2CCN(c3nc4cc5c(cc4s3)OCCO5)CC2)cc1 ?
CHRM1 PAM: 13; CRFBP-R2 block: -7; CRFBP-R2 agonist: 1.0; M4 ag: 1; M4 antag: 13; CHRM5 agonist: 2; M5 antag: 4; M5 PAM: -3; M4 PAM: 0
